Artemis inh – Artemis endonuclease inhibitors, primary screen, biochemical, fluorescence intensity, FAM/BHQ-1 hairpin substrate; inhibition, % at 10 µM; recombinant Artemis, quenched FAM hairpin cleavage fluorescence; 0.78% of 30,000 active; Protein artemis (Homo sapiens), Q96SD1;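 active = at 10 µM dose, at least 30% inhibition, measured as corrected fluorescence normalized to stimulator and neutral control wells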
Target sequence (Q96SD1 whole entry, looked up): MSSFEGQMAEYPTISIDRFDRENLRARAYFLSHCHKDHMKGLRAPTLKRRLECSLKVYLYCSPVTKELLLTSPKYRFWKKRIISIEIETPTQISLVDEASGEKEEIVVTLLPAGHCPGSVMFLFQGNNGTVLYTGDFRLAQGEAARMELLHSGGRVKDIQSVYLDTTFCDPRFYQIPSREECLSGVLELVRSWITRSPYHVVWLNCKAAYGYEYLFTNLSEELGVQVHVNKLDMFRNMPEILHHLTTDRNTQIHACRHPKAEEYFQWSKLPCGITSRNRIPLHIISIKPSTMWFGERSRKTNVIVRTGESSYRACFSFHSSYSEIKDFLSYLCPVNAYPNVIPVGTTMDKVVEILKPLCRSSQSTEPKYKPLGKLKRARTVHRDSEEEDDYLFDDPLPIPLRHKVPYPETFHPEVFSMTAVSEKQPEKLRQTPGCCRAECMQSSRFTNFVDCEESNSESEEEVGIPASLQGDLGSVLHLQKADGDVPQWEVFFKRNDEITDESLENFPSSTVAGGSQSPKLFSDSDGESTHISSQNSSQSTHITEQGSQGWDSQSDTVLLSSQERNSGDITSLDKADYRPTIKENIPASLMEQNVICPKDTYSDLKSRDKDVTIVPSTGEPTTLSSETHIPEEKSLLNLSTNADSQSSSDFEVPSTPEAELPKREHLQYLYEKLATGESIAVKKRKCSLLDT
Active calls of the source: *. Some of the compounds tested. The share of hits here may be higher or lower than overall.

SMILES | Artemis inh
Cc1ccc(NC(=O)c2cc(NC(=O)CCCC(=O)O)ccc2Cl)cc1Cl | -4
O=C(CCN1C(=O)c2ccccc2C1=O)N1CCCCCC1 | 0
COc1ccc(-n2c(SCC(=O)N3CCCC(C)C3)nnc2-c2cccnc2)cc1 (configuration not stated) | 1
COC(=O)c1ccc(-n2c(C)cc(/C=N/n3cnnc3)c2C)cc1 | -2
O=[N+]([O-])c1ccc(-c2nc3ccc([N+](=O)[O-])cc3[nH]2)cc1 | 4
O=C(Oc1oc(-c2ccco2)nc1C=Nc1ccc(Cl)cc1)c1ccco1 | -2
COc1ccc(OCc2nn3c(-c4cccc(OC)c4)nnc3s2)cc1 | 13
COC(=O)c1ccc(NC(=O)CSCc2ccccc2)cc1 | -3
COC(=O)Nc1nnc(CCc2ccccc2)s1 | -3
CCn1c(NC(=O)c2ccc(C)cc2)c2ccccc2nc1=O | -4
Cc1ccc(N(CC(=O)NC2CCCC2)C(=O)CCCC(=O)Nc2ccccn2)cc1C | -2
CCOC(=O)c1[nH]c2ccccc2c1NC(=O)CCN1CCN(C(=O)OCC)CC1 | 1
Cc1c(Cl)c(-c2n[nH]c(=S)n2-c2ccc(F)cc2)nn1C | -1
COC(=O)c1ccccc1NC(=O)c1sc(=S)n(C)c1N | 8
COc1ccc(NC(=O)c2cc(S(=O)(=O)N3CCS(=O)(=O)CC3)ccc2Cl)cc1 | -4
Cc1cc(Cl)ccc1NC(=S)NCCc1ccc(S(N)(=O)=O)cc1 | 1
CCc1nc2sc(C)c(C)c2c(=O)n1CCO | -2
CSc1nnc(Cc2sc(-c3ccccc3)nc2-c2ccccc2)o1 | 5
O=S1(=O)C=C(SCCN2CCCC2)c2ccccc21 | -6
CCCN1CCN(CCCNC(=O)C2CCN(c3nnc(-n4cccc4)s3)CC2)CC1 | 2
Cc1sc2nc(SCC(=O)N(C)Cc3ccccc3)n(-c3ccccc3)c(=O)c2c1C | 9
Cc1ccc(S(=O)(=O)Nc2ccc3nc(-c4cccn4C)[nH]c3c2)cc1 | 3
CCOC(=O)c1[nH]c2ccc(C)cc2c1N=C(C)N(C)C | -7
O=C(NCc1ccco1)c1cccs1 | 1
Cn1c(Oc2ccccc2NCc2cc(Br)ccc2O)cc(=O)n(C)c1=O | -6
O=C(CN(c1ccccc1)S(=O)(=O)c1ccc(F)cc1)N1CCCCCC1 | -7
C=CCSc1nc(N)c(C#N)c(-c2ccc(C)cc2)c1C#N | 4
COc1ccc(NC(=O)CSc2nc(N)c(C(=O)Nc3ccc(N(C)C)cc3)s2)cc1 | 14
Cn1c(COc2ccc3ccccc3c2)nnc1SCC(=O)OC1CCCCC1 | 9
CSc1nc(C)cc(C)c1S(=O)(=O)c1ccccc1C | 5

The final 5 records of the section before open the next one.
SMILES | Artemis inh
O=C(CN(c1ccccc1)S(=O)(=O)c1ccc(F)cc1)N1CCCCCC1 | -7
C=CCSc1nc(N)c(C#N)c(-c2ccc(C)cc2)c1C#N | 4
COc1ccc(NC(=O)CSc2nc(N)c(C(=O)Nc3ccc(N(C)C)cc3)s2)cc1 | 14
Cn1c(COc2ccc3ccccc3c2)nnc1SCC(=O)OC1CCCCC1 | 9
CSc1nc(C)cc(C)c1S(=O)(=O)c1ccccc1C | 5
COc1ccc(-c2noc(CCC(=O)NCCN3CCN(c4ccccc4F)CC3)n2)cc1 | -1
Cc1ccc(NC(=O)CN(c2ccccc2)S(=O)(=O)N(C)C)cc1C | 7
CCCCOc1ccc(C(=O)C(CN2CCOCC2)c2ccccc2)cc1 (configuration not stated) | 0
O=C(NNC(=O)c1sccc1-n1cccc1)c1ccccc1 | -1
Cn1c(C(F)(F)F)nc2c(=O)oc3ccccc3c21 | 5
CCc1ccccc1N(CC)C(=O)CCc1nc(-c2ccc(C)cc2)no1 | -16
COc1ccc2c(c1)c(C(O)CN1CCN(Cc3ccc4c(c3)OCO4)CC1)c(C)n2C (configuration not stated) | -2
CCc1ccccc1Nc1nc(N)nc(CSCC(=O)c2cc(C)n(C)c2C)n1 | 3
Cc1noc(C)c1CSc1nc2ccccc2s1 | -3
CCn1c(SCC(=O)NCCc2ccccc2)nnc1-c1ccco1 | 3
COc1cccc(-c2nnc(SCC(=O)N3CCCc4ccccc43)o2)c1 | 5
Cc1ccc(CC(=O)NC(C)CCc2ccccc2)cc1 (configuration not stated) | 1
CS(=O)(=O)N(CCc1ccccc1)CC(=O)N1CCN(c2ccccc2F)CC1 | 1
O=C(NCCC1=CCCCC1)C1CCN(Cc2cnn(-c3ccccc3)c2-n2cccc2)CC1 | 19
O=C1C2Sc3[nH]c(=O)sc3C(c3ccccc3)C2C(=O)N1c1ccccc1 (configuration not stated) | 13
COc1cccc(NC(=O)CN2CCN(c3ccc(F)cc3)CC2)c1 | -1
CCOC(=O)c1cc(C(C)(C)C)oc1CN | 0
COC(=O)CNC(=O)Cn1ccc2ccccc2c1=O | -2
CCN(CC)S(=O)(=O)c1cccc(C(=O)Nc2ccccc2C(=O)N2CCOCC2)c1 | 1
CCc1nc(NCCC(C)C)c(C#N)c2c1CCCC2 | 8
CCSc1nc(C)nc2c1oc1ccccc12 | 8
COC(=O)c1ccc(C2CC(=O)NC3=C2C(=O)CCC3)cc1 (configuration not stated) | 2
Cc1ccccc1Cn1c2ccccc2c2cn[nH]c(=O)c21 | 15
O=C(Nc1nncs1)c1ccccc1NS(=O)(=O)c1cccs1 | 7
O=C1CCC(=O)N1CNc1ccccn1 | -9
O=C(c1cccs1)N1CCN(Cc2nc3ccccc3c(=O)[nH]2)CC1 | -1
CCc1nc(N)c(C#N)c(-c2cccc3ccccc23)c1C | 0
Cc1ccc(C(C)C)c(OCC(=O)Nc2ccccc2N2CCN(C)CC2)c1 | 2
Cc1nn(CC(=O)NCc2ccccc2)c(C)c1[N+](=O)[O-] | 6
Cc1ccc(NC(=O)CC2S/C(=N/c3nccs3)N(C)C2=O)cc1C (configuration not stated) | -3

The list continues:
SMILES | Artemis inh
COc1cc(OC)c(NC(=O)CCNS(=O)(=O)c2cc(Br)cnc2N)cc1Cl | -4
CCOc1ccc(CN=C(N)N=C(N)N)cc1Cl | 5
O=C(NCCOc1ccccc1)C(c1ccccc1)c1ccccc1 | 4
CCN1C(=O)C(CC(=O)Nc2ccc(Br)cc2)N(CCCc2ccccc2)C1=S (configuration not stated) | 9
COCCNC(=O)C(c1ccc(O)cc1)N(Cc1ccco1)C(=O)CCC(=O)Nc1nccs1 (configuration not stated) | -7
O=C(Nc1ccc2nccnc2c1)c1cnccn1 | -2
Cc1c(C(=O)OCCOc2ccccc2)[nH]c2c1C(=O)CCC2 | -4
O=C(CSc1nc(N2CCCCC2)nc(N2CCCCC2)n1)Nc1nccs1 | -11
COc1cc2oc3ccccc3c2cc1N(CC(=O)N(C)C)S(=O)(=O)c1ccc(C)cc1 | 8
COc1ccc(C2Nc3ccccc3C(=O)N2Cc2ccco2)cc1COc1ccc([N+](=O)[O-])cc1 (configuration not stated) | 10
CCOc1cccc(C(=O)Nc2nnc(-c3cccs3)s2)c1 | 4
Cc1nnc(-c2cnn(C)c2N)n1Cc1ccccc1F | -4
CC(CN1CCN(C)CC1)OC(=O)c1ccccc1 (configuration not stated) | 1
COc1cccc(C(=O)N2CCN(Cc3ccco3)CC2)c1OC | -7
CC(=O)C(Sc1nc(NC(C)(C)C)nc(N(C)C)n1)C(C)=O | 7
COc1cccc(NC(=O)N2CCOCC2)c1 | -4
CCc1ccccc1NC(=O)CSc1nnc(Cn2cnc3ccccc32)o1 | 4
COC(=O)c1ccc(NC(=O)CSc2nnc(-c3ccccc3)n2C)cc1 | 2
NC(=O)C1CCN(C2CC(=O)N(c3cccc(F)c3)C2=O)CC1 (configuration not stated) | 4
CC(=O)Nc1ccccc1C(=O)C(=O)Nc1cccc(F)c1 | -1
Cc1ccc(SCC(=O)Nc2cccc(C(=O)NC(C)(C)C)c2)cc1 | 5
Cn1nnnc1SCC(=O)N1CCN(c2ccccc2)CC1 | 12
O=C(O)c1ccc(NS(=O)(=O)c2cc(Cl)ccc2Cl)cc1O | 2
COc1cc(C)ccc1OCCOc1c(Cl)cc(Cl)cc1Cl | -8
COc1ccc(C(c2nnnn2C2CCCC2)N2CCC(C(N)=O)CC2)c(OC)c1 (configuration not stated) | -2
Cc1ccc(-c2c(C)n([O-])c3c([n+]2=O)CCC3)o1 | -8
N#Cc1ccccc1OCC(=O)OCC(=O)c1ccc2c(c1)NC(=O)CO2 | 0
COc1cc(C)c(N(C(C)=O)c2ccccc2)c(C)c1 | -4
COc1ccc(-c2nnc3sc(CCN4C(=O)c5ccccc5C4=O)nn23)cc1 | 5
CCCCOC(=O)c1ccc(NC(=O)CSCc2n[nH]c(=O)[nH]2)cc1 | -4

Further compounds
compound	Artemis inh
Cc1cc(C)cc(NS(=O)(=O)c2ccc(NC(=S)NC(=O)c3ccc(Br)o3)cc2)c1	11
COc1ccc(NC(=O)C(C)N(c2ccc(C)cc2)S(C)(=O)=O)c(OC)c1 (configuration not stated)	-13
Cc1c(C(=O)NCCSCc2ccc(Cl)cc2Cl)cccc1[N+](=O)[O-]	5
CCCCOc1ccc(/C=N/NC(=O)c2csc(C)c2C)cc1	14
COC(=O)c1sccc1NC(=O)c1cc(-c2cccc(C)c2)nc2ccccc12	15
Cc1[nH][nH]c(=O)c1C(c1c(C)[nH][nH]c1=O)c1cn(Cc2cccc3ccccc23)c2ccccc12	47*
c1ccc(-c2ncc(CSc3nncn3-c3ccccc3)s2)cc1	-3
CCOC(=O)Cc1csc(SCC(=O)Nc2cc(Cl)ccc2Oc2ccccc2)n1	3

(list continues)
compound	Artemis inh
CC(=O)N1CCN(c2ccccc2NC(=O)c2cc(Br)ccc2Cl)CC1	2
COCCCn1c(CCC(=O)O)ccc1-c1ccc(F)cc1	6
COc1cc(OC)cc(C(=O)NC2=NCCS2)c1	-4
CCOC(=O)Cc1nnc(Nc2ccc(C)cc2)c2ccccc12	-6
CCCCCN=C(C)c1c(O)c2ccccc2oc1=O	-1
Cc1ccc(S(=O)(=O)N2CCN(c3ncnc4c3cnn4-c3ccccc3)CC2)cc1	-5
CC(C)c1nnc(NC(=O)CSc2ccccc2)s1	6
CCOC(=O)c1cnn(-c2ccccc2)c1-n1cccc1	-4

Continued.
compound	Artemis inh
COc1ccc(N(CC(=O)Nc2ccc(S(=O)(=O)N3CCOCC3)cc2)S(=O)(=O)c2ccccc2)cc1	-2
NS(=O)(=O)c1cccnc1Nc1cccc(Cl)c1	-6
CCN(C(=O)CN1CCN(c2ccccc2O)CC1)c1c(N)n(Cc2ccccc2)c(=O)[nH]c1=O	-9
CCC(CC)C(=O)N1CCCC(c2nc(-c3cccs3)no2)C1 (configuration not stated)	-2
Cc1cccc2cc(C(c3nnnn3Cc3ccc4c(c3)OCO4)N3CCCC3)c(=O)[nH]c12 (configuration not stated)	12
COc1ccc(-c2cc(C(F)(F)F)nc(SCCC(=O)N3CCN4CCCC4C3)n2)cc1 (configuration not stated)	9
O=C(CSc1nc2ccccc2c(=O)[nH]1)c1cccs1	0
CCOC(=O)CCCCC(=O)NC(CO)C(=O)NC (configuration not stated)	-4

Next results.
compound	Artemis inh
Cc1cc(=O)oc2cc(OCc3cc4c(cc3Cl)OCO4)ccc12	1
N#Cc1ccc(Cl)cc1NC(=O)COC(=O)c1ccc2c(c1)OCCO2	6
CN(Cc1ccccc1)C(=O)CCCn1c(=O)[nH]c2cc(Cl)ccc2c1=O	-5
CCC1S/C(=N\S(=O)(=O)c2cccs2)N(C2CCCCC2)C1=O (configuration not stated)	-4
COc1ccc(-n2c(C)nc3c(cnn3-c3ccc(Cl)cc3)c2=O)cc1	11
CCCCC1CCC(c2nc(-c3cccnc3)no2)CC1 (configuration not stated)	-3
CCCCn1c(NCc2ccccc2NS(=O)(=O)c2ccc(C)cc2)nc2ccccc21	-5
CCNC(=S)N(Cc1ccc2c(c1)OCO2)C1CC(=O)N(c2ccc(F)cc2)C1=O (configuration not stated)	-3

Quoted at random: six compounds from above
compound	Artemis inh
CCCCCN=C(C)c1c(O)c2ccccc2oc1=O	-1
COc1ccc(NC(=O)c2cc(S(=O)(=O)N3CCS(=O)(=O)CC3)ccc2Cl)cc1	-4
Cc1c(C(=O)NCCSCc2ccc(Cl)cc2Cl)cccc1[N+](=O)[O-]	5
CCc1nc(NCCC(C)C)c(C#N)c2c1CCCC2	8
Cc1sc2nc(SCC(=O)N(C)Cc3ccccc3)n(-c3ccccc3)c(=O)c2c1C	9
CC(C)c1nnc(NC(=O)CSc2ccccc2)s1	6

(further entries)
compound	Artemis inh
CCN(CC)CCNC(=O)c1ccccn1	-6
Cc1ccc(C(=O)Cn2nnc3ccccc32)cc1	-1
CCSc1ncnc2c(C#N)c3n(c12)CCCCC3	-8
N#CCCN1CCNCC1	-1
CCN(CC)C(=O)c1sc(N)c(C#N)c1C	1
C=CCOC(=O)C1=C(C)NC(=O)NC1/C=C/c1ccccc1 (configuration not stated)	-3
Cc1c(NC(=O)C(CC(=O)O)NCc2ccco2)c(=O)n(-c2ccccc2)n1C (configuration not stated)	-10
Cc1ccccc1-c1nc2ccccc2[nH]1	5

(more compounds)
compound	Artemis inh
Cc1nccc(-c2ccc(-n3cnc4ccccc43)cc2)n1	-4
COC(=O)c1cscc1NC(C)=O	0
CCC(=O)n1nc(-c2ccc(Cl)cc2)nc1SC	13
CCOc1ccc(NC(=O)CN2CCN(CC(=O)Nc3ccc(C(=O)OC)cc3)CC2)cc1	0
CCOC(=O)CSC1=C(C#N)C(c2ccc3c(c2)OCO3)CC(=O)N1 (configuration not stated)	0
COCCN1CN=C(Nc2nc3ccccc3s2)NC1	2
COc1ccc(C(=O)N2CC3(C)CC2CC(C)(C)C3)cc1OC (configuration not stated)	-4

Single values from the entries so far:
O=C(NCCC1=CCCCC1)C1CCN(Cc2cnn(-c3ccccc3)c2-n2cccc2)CC1 in Artemis inh = 19
COc1ccc(-n2c(SCC(=O)N3CCCC(C)C3)nnc2-c2cccnc2)cc1 (configuration not stated) in Artemis inh = 1

Screens (PubChem)
